From PubChem BioAssay
TAAR1 ag: agonists of human TAAR1. Q96RJ0. activation, % at 3 µM. actives 0.99% (n = 360,000). CHO RD-HGA16 TAAR1, Fluo-8 calcium fluorescence; vehicle wells 0%, saturating PEA agonist 100%;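 active = activation above the mean activation of all test compounds in the run plus 3 SD, cut at about 38% in these data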
Target sequence (Q96RJ0 whole entry, looked up): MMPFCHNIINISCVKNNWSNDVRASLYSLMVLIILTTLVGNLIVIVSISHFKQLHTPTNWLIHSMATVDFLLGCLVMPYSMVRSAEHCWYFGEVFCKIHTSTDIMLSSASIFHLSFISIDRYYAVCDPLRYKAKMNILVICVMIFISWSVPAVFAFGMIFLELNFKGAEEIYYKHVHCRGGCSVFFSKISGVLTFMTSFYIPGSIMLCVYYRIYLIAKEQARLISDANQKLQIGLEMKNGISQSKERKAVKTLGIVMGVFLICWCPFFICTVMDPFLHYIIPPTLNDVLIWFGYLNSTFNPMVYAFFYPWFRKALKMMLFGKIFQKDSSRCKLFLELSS
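System: CHO RD-HGA16 cells carrying human TAAR1 plus Gα16; Incubation: 17-24 h seeding, 75 min 37 °C dye, 30 min RT; Measured by: Fluo-8 fluorescence, 5 s baseline then 140 s kinetic read; Control set: DMSO and PEA EC100; Replication: single well for each compound.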
M1 ag: activates human CHRM1 receptor; AID 588814; activation, % at 3 µM; CHO-K1 hM1, Fluo-8 calcium fluorescence, agonist mode; 0% DMSO, 100% acetylcholine EC100; actives 0.33% (n = 360,000); P11229;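 active = activation above the run's mean compound activation plus 3 SD, cut at about 16% in these data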;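 also: peak over basal fluorescence ratio within a 140 s kinetic read after compound addition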
V1R ag counter: counter-screen for oxytocin receptor agonists: human V1a receptor agonists; P37288; CHO-V1R cells, Fluo-8 calcium fluorescence, agonist mode; 0% DMSO, 100% 3 nM vasopressin; activation, % at 3 µM; actives 0.25% (n = 320,000); AID 2797;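 active = activation above the mean activation of all tested compounds plus 3 SD, per screening run, cut at about 20% in these data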;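 also: signal is peak over basal fluorescence ratio across a 100 second FLIPR read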
Target sequence (P37288 whole entry, looked up): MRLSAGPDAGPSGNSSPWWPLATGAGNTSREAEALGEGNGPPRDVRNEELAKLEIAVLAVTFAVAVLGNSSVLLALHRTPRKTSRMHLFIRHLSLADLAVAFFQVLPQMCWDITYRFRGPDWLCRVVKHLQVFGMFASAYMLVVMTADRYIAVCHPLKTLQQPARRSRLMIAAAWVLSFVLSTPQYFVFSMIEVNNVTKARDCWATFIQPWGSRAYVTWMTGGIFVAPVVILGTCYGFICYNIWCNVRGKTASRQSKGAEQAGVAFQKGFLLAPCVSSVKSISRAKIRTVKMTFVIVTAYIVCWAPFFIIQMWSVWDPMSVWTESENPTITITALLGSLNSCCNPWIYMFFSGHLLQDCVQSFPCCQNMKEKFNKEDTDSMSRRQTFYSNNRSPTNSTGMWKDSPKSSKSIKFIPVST
TAAR1 antag: antagonists of human TAAR1; actives 1.5% (n = 360,000); inhibition, % at 3 µM; CHO RD-HGA16 TAAR1, Fluo-8 calcium fluorescence, antagonist;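 active = inhibition above a per-plate cutoff, the mean inhibition of test compounds on that plate plus 3 SD, cut at about 49% in these data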;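 also: 0% = DMSO plus EC80 beta-PEA response and 100% = DMSO alone without agonist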
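System: RD-HGA16 CHO cells with stable hTAAR1 and Gα16 | Probe or stimulus: EC80 β-phenethylamine stimulus | Dosing: 3 µM, single point | Times: Dye loading 75 min at 37 °C, then 30 min room temperature | Measured by: Fluo-8 calcium-sensitive fluorescence | Read-out basis: % inhibition of agonist calcium response | Replicates: n of 1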
M1 PAM: human CHRM1 positive allosteric modulation | P11229 | CHO-K1 hM1, Fluo-8 calcium fluorescence, ACh EC20; 0% = ACh EC20, 100% = maximal ACh | activation, % at 3 µM | actives 0.088% (n = 360,000) | AID 588819; in the data active = activation above about 19%, passing the limit was not always enough
CHRM1 antagonist: antagonists of human M1 muscarinic receptor | P11229 | inhibition, % at 3 µM | AID 588852 | CHO-K1 hM1, Fluo-8 calcium fluorescence, ACh EC80 antagonist | actives 1.3% (n = 360,000);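 active = percent inhibition above its own plate's cutoff, namely the mean of that plate's compound wells plus 3 SD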;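 also: peak over basal fluorescence ratio during 140 s after agonist addition; 0% = ACh EC80 plus DMSO and 100% = DMSO alone without agonist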
OXTR potentiate: human OXTR potentiation; actives 0.061% (n = 320,000); activation, % at 3 µM; CHO-OTR cells, Fluo-8 calcium fluorescence, potentiator mode; 0% = oxytocin EC15, 100% = EC100;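 active = activation above that plate's cutoff, the mean activation of tested compounds plus 3 SD, cut at about 6.6% in these data, passing the limit was not always enough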;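 also: 100% uses oxytocin at 75 nM as the full agonist control; some results filed as inactive read as strong as hits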
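System: human OTR in CHO cells; Also added: sub-maximal oxytocin, roughly EC15; Timing: compound 6 min at room temperature before oxytocin, 100 s read; Technique: Fluo-8 intracellular calcium fluorescence, ex 470-495, em 515-575 nm; Controls: oxytocin EC15 low and EC100 high; Replication: singlicate.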
CHO parental Ca: signal in parental CHO cells, OX1R antagonist counter-screen; AID 463079; actives 0.63% (n = 330,000); parental CHO-K1, ATP-induced calcium, Fluo-8 fluorescence; inhibition, % at 5.6 µM;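 active = inhibition above that plate's mean sample inhibition plus 3 SD, cut at about 26% in these data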;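 also: 0% = ATP-challenged DMSO wells and 100% = DMSO wells without ATP; some compounds past the cut are filed as inactive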
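Material: Parental CHO cells | Reagent: ATP | Compound dosing: Single nominal dose of 5.6 µM per compound | Detection: Intracellular calcium via Fluo-8 no-wash fluorescent dye | Read-out: % inhibition of ATP-induced calcium mobilization | Benchmarks: Low control ATP plus DMSO, high control DMSO only | Replicates: Singlicate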
OXTR ag: agonists of human oxytocin receptor; P30559; CHO-OTR cells, Fluo-8 calcium fluorescence; normalized: DMSO 0%, oxytocin 100%; activation, % at 3 µM; actives 0.32% (n = 320,000); AID 2435;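 active = activation above the mean of all tested compounds plus 3 SD, cutoff set per screening run, cut at about 20% in these data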;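 also: peak over basal fluorescence ratio from a 100 s FLIPR kinetic read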
Active calls of the source: *; x = no result given.

1: Cc1cc(=O)c(C(=O)Nc2cccc(N3CCCC3=O)c2)nn1-c1ccccc1Cl
2: CCOC(=O)C1CCCN(C(=O)CCCOc2cc(=O)n(C)c3ccccc23)C1 (stereo not given)
3: COc1ccc(C(=O)N2CCCCC2)cc1S(=O)(=O)Nc1cccc(C(=O)O)c1
4: CC(CCc1ccccc1)NC(=O)C1CCN(C(=O)c2sccc2-n2cccc2)CC1 (stereo not given)
5: O=C(c1cc(F)c(F)cc1Cl)N1CCOCC1
6: CCCC(C)c1nnc(NC(=O)C2CC(=O)N(c3ccc(OCC)cc3)C2)s1 (stereo not given)
7: CCO[C@H]1OC(C(=O)N2CCCCCCC2)=C[C@@H](c2coc3ccccc3c2=O)[C@@H]1CCCO
8: CN(C)S(=O)(=O)c1cccc(NC(=S)N/N=C/c2cc(Br)ccc2O)c1
9: CCN(CC(=O)Nc1ccc2c(c1)OCCO2)S(=O)(=O)c1ccc(C)cc1
10: O=C(CCc1ccccc1)Nc1nc2c(F)cc(F)cc2s1

assay / entry,1,2,3,4,5,6,7,8,9,10
TAAR1 ag,6,7,3,1,1,21,8,13,4,-2
M1 ag,0,-6,-2,-1,-2,-4,-4,5,-5,-6
V1R ag counter,0.2,-0.4,0.6,1.8,0.2,2.6,-0.1,13,0.4,-1.0
TAAR1 antag,-20,-4,-4,-2,10,-16,15,30,1,-13
M1 PAM,5,-4,-5,-1,11,4,0,-7,9,-4
CHRM1 antagonist,2,1,-5,-3,-19,-9,1,18,-4,-10
OXTR potentiate,-8,-2,2,-3,-8,-9,0,-7,-9,-2
CHO parental Ca,-19,-15,-10,-7,6,-14,-15,17,-5,-11
OXTR ag,-1.3,-0.1,0.5,-0.9,1.6,2.0,0.6,8.8,0.3,-2.0

Looked up above:
In OXTR ag, O=C(CCc1ccccc1)Nc1nc2c(F)cc(F)cc2s1 is entered as -2.0
In TAAR1 antag, CN(C)S(=O)(=O)c1cccc(NC(=S)N/N=C/c2cc(Br)ccc2O)c1 is entered as 30

Next section
11: Cc1ccc(-c2cc(C(F)(F)F)n3nc(C(=O)Nc4ccon4)cc3n2)cc1C
12: COc1cc(C2CC(=O)Oc3cc(C)c(Cl)c(C)c32)cc(OC)c1OC (stereo not given)
13: CC/S(=N\S(=O)(=O)c1ccc(C)cc1)c1ccccc1 (stereo not given)
14: COCc1ccc(C(=O)N(C)CC2CCCN(CCc3ccc(Cl)cc3)C2)o1 (stereo not given)
15: O=C(Cn1cnc2ccccc21)NCc1ccccc1
16: Cc1ccc(NC(=O)c2c([N+](=O)[O-])c(C(C)(C)C)nn2C)cc1
17: CCC(Oc1ccccc1)C(=O)N1CCN(S(=O)(=O)c2ccccc2)CC1 (stereo not given)
18: CCCCN(C)C(=O)c1cc2cc3cc(OC)ccc3nc2o1
19: O=C1CSC(c2ccccc2)N1CC(O)c1ccc([N+](=O)[O-])cc1 (stereo not given)
20: NC(=O)NC(Cc1ccccc1)C(=O)NNC(=O)COc1ccccc1Cl (stereo not given)

assay / entry,11,12,13,14,15,16,17,18,19,20
TAAR1 ag,5,2,3,3,3,0,1,0,2,1
M1 ag,-3,-1,-3,-7,0,-9,-4,-6,-5,-2
V1R ag counter,0.1,x,-0.8,0.1,1.6,1.5,0.3,-0.1,1.9,1.2
TAAR1 antag,-23,22,-39,-30,8,-5,-2,-6,6,-15
M1 PAM,4,10,2,-15,5,0,3,1,4,8
CHRM1 antagonist,-7,-10,1,23,-3,0,0,-4,-1,-9
OXTR potentiate,3,x,1,-4,-9,-4,-4,-14,-6,1
CHO parental Ca,-12,-28,-3,-30,-16,-3,-21,-3,-3,-7
OXTR ag,0.1,x,0.3,-0.7,3.3,-2.5,1.0,-1.9,2.0,0.3

21: CCc1ccc(C(=O)COC(=O)CNC(=O)C2CCCCC2)cc1
22: Cc1cc(C(=O)CSc2nnnn2-c2ccc(O)cc2)c(C)n1Cc1ccc2c(c1)OCO2
23: C=CCc1ccccc1OCC(O)CNC (stereo not given)
24: O=C(NCCS(=O)(=O)NCCCc1ccccc1)c1ccccc1
25: CCC(C)NC(=O)C1CCCN(C(=O)NC2CCCCC2)C1 (stereo not given)
26: O=C1NC(=O)C2(C=C(c3ccccc3)C(O)(c3ccccc3)C2)N1 (stereo not given)
27: COc1ccc(C(C)=O)cc1Cn1c(C)c(C(=O)NCCC#N)sc1=O
28: COc1cccc(-c2cc(C(=O)NCCCn3ccnc3)c3ccccc3n2)c1
29: CC1(OC(=O)c2ccc(Cl)nc2)C(=O)C=C2C=C3CCCN3C=C2C1=O (stereo not given)
30: Cc1cc(-c2csc(NC(=O)C3=COCCO3)n2)c(C)n1C

assay / entry,21,22,23,24,25,26,27,28,29,30
TAAR1 ag,1,2,0,-1,0,-1,4,2,14,1
M1 ag,-1,-1,-4,-2,-1,-3,-3,-6,-2,-2
V1R ag counter,x,5.3,3.4,-0.6,0.0,x,x,0.0,-0.9,-1.2
TAAR1 antag,-12,-9,20,-7,-5,-11,-17,-17,3,6
M1 PAM,4,-1,5,13,15,5,10,6,-4,4
CHRM1 antagonist,-1,10,-2,-10,-9,-9,-15,-4,0,-4
OXTR potentiate,x,-15,-12,-4,-8,x,x,-17,-3,0
CHO parental Ca,x,25,-10,1,4,x,x,-5,3,-2
OXTR ag,x,1.8,0.1,-1.3,-1.1,x,x,-0.1,-0.6,-1.1

31: CCCCC(C(=O)NC1CCCC1)N(C(=O)c1snc(C(N)=O)c1N)c1ccc(F)cc1 (stereo not given)
32: O=C(NCC(c1ccco1)N1CCN(c2ccccc2F)CC1)C(=O)NC1CC1 (stereo not given)
33: O=C(NC(C(=O)c1ccccc1)n1cnccc1=O)c1ccccc1 (stereo not given)
34: CC(C)C(N)c1csc(Nc2ccc(C(=O)c3ccccc3)cc2)n1 (stereo not given)
35: CCn1c(N)c(C(N)=O)sc1=S
36: CSC1=N/C(=C/c2cccnc2)C(=O)N1Cc1ccc(Cl)cc1
37: CCN(c1ccccc1)S(=O)(=O)c1ccc(C(C(=O)OC)C(=O)OC)c([N+](=O)[O-])c1
38: Cc1nnc(SCC(=O)NC2CCCCCC2)n1N
39: CCOC(=O)C1CCCN(S(=O)(=O)c2ccc3c4c(cccc24)C(=O)N3CC)C1 (stereo not given)
40: Cc1c(C(=O)NCCC#N)sc(=O)n1Cc1ccccc1F

assay / entry,31,32,33,34,35,36,37,38,39,40
TAAR1 ag,5,2,4,48*,15,-2,5,1,7,0
M1 ag,-4,-1,-3,-1,-1,-3,-6,-5,-1,-2
V1R ag counter,-1.0,0.7,0.7,x,-0.3,0.2,11,0.7,7.5,x
TAAR1 antag,-20,-34,10,-4,-5,-32,3,10,48,10
M1 PAM,9,2,4,2,6,-7,4,9,-15,4
CHRM1 antagonist,-9,-2,-6,-3,-5,20,-11,-7,13,-5
OXTR potentiate,3,-1,-7,x,1,0,-7,-3,-13,x
CHO parental Ca,-20,-18,7,x,-2,-56,-8,-9,4,x
OXTR ag,-0.8,2.2,-1.1,x,1.2,-2.4,-0.3,1.3,5.7,x

41: O=C(CN(C(=O)CNS(=O)(=O)c1ccc(F)cc1)c1ccccc1F)NCc1ccco1
42: Cc1cc(C(=O)CN2C(=O)C(=O)N(C3CCCC3)C2=O)c(C)n1CCc1ccc(F)cc1
43: O=C(C1CCCN1C(=O)c1cccs1)N1CCN(S(=O)(=O)c2ccc(F)cc2)CC1 (stereo not given)
44: CCOC(=O)c1c(NC(=O)c2c(Br)cnn2CC)sc(C)c1C
45: COc1ccc(-c2[nH]ncc2CN2CCC(N3CCSCC3)CC2)cc1F
46: c1cncc(-c2nnc(C3CCCCC3)o2)c1
47: CC1(c2ccc(OC(F)F)cc2)NC(=O)N(CC(=O)Nc2ccc(N3CCCCC3)cc2)C1=O (stereo not given)
48: CC(C)(C)c1ccc(OCC(=O)NNC(=S)NC(=O)c2ccco2)c(Br)c1
49: O=C(CSc1nnc(CNC(=O)c2c(F)cccc2F)o1)Nc1ccc2c(c1)OCO2
50: Cc1nnc(C)c2c(C)n(-c3ccccc3)c(C)c12

assay / entry,41,42,43,44,45,46,47,48,49,50
TAAR1 ag,2,72*,1,7,8,11,50*,6,4,1
M1 ag,0,-4,-3,-2,-14,0,13,-2,-3,-9
V1R ag counter,3.9,1.6,-1.7,-0.8,0.7,-0.5,27*,-1.1,1.0,x
TAAR1 antag,-21,13,0,14,12,11,44,-8,-12,-13
M1 PAM,11,-3,-9,2,11,8,-4,4,4,0
CHRM1 antagonist,-10,5,10,9,-2,2,24,-8,-2,-11
OXTR potentiate,-7,0,2,-14,-4,-7,-21,-5,-6,x
CHO parental Ca,-16,-21,-12,-6,-12,-4,14,4,-1,x
OXTR ag,1.7,-0.4,-0.8,-0.7,0.9,-0.2,27*,-1.2,-0.6,x

51: Cc1cccc(NC(=O)Cn2cc(C(=O)C3CC3)c3ccccc32)c1C
52: COC(=O)c1cc(OC)cc(O)c1C(=O)c1c(O)cc(C)cc1O
53: Fc1ccc(N2CN(Cc3cccnc3)CNC2=S)cc1
54: CCCCc1nnc2c(N(C)S(=O)(=O)c3ccc(C)cc3)nc3ccccc3n12

assay / entry,51,52,53,54
TAAR1 ag,0,2,3,57*
M1 ag,4,0,-3,-3
V1R ag counter,3.3,0.6,-1.0,0.1
TAAR1 antag,-33,-13,-28,-8
M1 PAM,13,18,1,-4
CHRM1 antagonist,-12,-28,2,10
OXTR potentiate,-9,0,-7,-5
CHO parental Ca,-4,-14,-6,-12
OXTR ag,2.0,0.9,0.0,-0.6

Molecules above that contain two or more sulfur atoms (4):
8: CN(C)S(=O)(=O)c1cccc(NC(=S)N/N=C/c2cc(Br)ccc2O)c1
13: CC/S(=N\S(=O)(=O)c1ccc(C)cc1)c1ccccc1 (stereo not given)
35: CCn1c(N)c(C(N)=O)sc1=S
43: O=C(C1CCCN1C(=O)c1cccs1)N1CCN(S(=O)(=O)c2ccc(F)cc2)CC1 (stereo not given)

assay / entry,8,13,35,43
TAAR1 ag,13,3,15,1
M1 ag,5,-3,-1,-3
V1R ag counter,13,-0.8,-0.3,-1.7
TAAR1 antag,30,-39,-5,0
M1 PAM,-7,2,6,-9
CHRM1 antagonist,18,1,-5,10
OXTR potentiate,-7,1,1,2
CHO parental Ca,17,-3,-2,-12
OXTR ag,8.8,0.3,1.2,-0.8
